Assay outcomes deposited in PubChem by several laboratories.
NS3 helicase inh = inhibitors of Hepatitis C virus NS3 helicase | NS3 helicase DNA unwinding, Cy5 molecular beacon fluorescence | inhibition, % at 10.9 µM | 290,000 tested, 0.56% active;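 active means inhibition above the mean of all tested compounds plus 3 SD, set per campaign, cut at about 35% in these data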;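 further: 0% = DMSO wells and 100% = thioflavine S control wells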
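Assay system: hepatitis C virus NS3 helicase domain fragment enzyme. Also added: annealed dual-labelled DNA beacon duplex, ATP-started. Timing: 1 h reaction at 25 °C, ATP-initiated. Technique: Cy5 fluorescence at 0 and 60 min, beacon hairpin quenching. Evaluation: % inhibition of unwinding. Replication: one well per compound.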
FID counter = fluorescent intercalator displacement, NS3 helicase counter-screen; DNA fluorescent intercalator displacement, fluorescence; inhibition, % at 7.9 µM; 290,000 tested, 0.17% active; in the data active means inhibition above about 37%;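 further: 0% = vehicle and 100% = reference compound; higher means more ethidium bromide displaced from hairpin DNA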
VIM-2 inhibitor = inhibitors of Pseudomonas aeruginosa VIM-2 metallo-beta-lactamase. purified VIM-2, nitrocefin hydrolysis, epi-absorbance fluorescence. inhibition, % at 5.6 µM. 290,000 tested, 0.89% active;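 active means inhibition above the mean of all tested compounds plus 3 SD, cutoff set per screening run, cut at about 7.5% in these data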;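 further: red hydrolysis product quenches plate fluorescence so inhibitors raise well fluorescence; 0% = enzyme with DMSO and 100% = DMSO without enzyme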
pCIP destab = lowers stability of the mouse p/CIP coactivator protein; 290,000 tested, 0.01% active; F442A p/CIP-EGFP cells, EGFP fluorescence, 16 h; Q05BA5; decrease of EGFP signal, % at 10 µM; AID 1984;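 active means EGFP signal decrease of at least 30% at 10 µM or well 3 SD below plate mean, unless failing retest; inactive means the rest, including hits failing retest or dose response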; further: some compounds called inactive have numbers as strong as hits; many of its hits are not listed in these tables
IMP-1 inh = blocks Pseudomonas aeruginosa IMP-1 metallo-beta-lactamase; AID 1556; 290,000 tested, 0.45% active; inhibition, % at 5.6 µM; purified IMP-1, nitrocefin hydrolysis, epi-absorbance fluorescence;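 active means inhibition above the mean plus 3 SD of all compounds in the same screening run, cut at about 4.5% in these data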;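 further: 0% = IMP-1 with DMSO and 100% = DMSO wells lacking enzyme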
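Material – recombinant IMP-1 enzyme, purified · Amount – IMP-1 0.2 nM before substrate addition · Medium – HEPES buffer pH 7.1 with ZnSO4 and Brij 35 · Timing – 25 °C, 15 min preincubation, 25 min reaction · Measured by – plate fluorescence quenching by hydrolysis product, ex 480/em 530 nm · Read-out – percent enzyme inhibition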
IDE inh = cellular human IDE inhibition. HEK cells, FAbetaB cleavage, fluorescence polarization. inhibition, % at 5.59 µM. 320,000 tested, 0.41% active. AID 434962;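 active means percent inhibition above the average of all tested compounds plus 3 SD, set per screening campaign, cut at about 16% in these data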;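 further: IDE supplied by intact live HEK cells; FP after avidin binding of uncleaved biotin substrate so inhibition keeps polarization high; 0% = DMSO wells and 100% = 60 µM reference IDE inhibitor Ii1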
SUMO HTRF inh = inhibitors of human SUMOylation (UBC9). P63279. HTRF SUMOylation assay, SAE1/SAE2 + UBC9, in vitro. inhibition, % at 35 µM. 290,000 tested, 0.36% active. AID 2006; in the data active means inhibition above about 50%, passing the limit was not always enough; further: strong numbers were not always called active
Target sequence (P63279 whole entry, looked up): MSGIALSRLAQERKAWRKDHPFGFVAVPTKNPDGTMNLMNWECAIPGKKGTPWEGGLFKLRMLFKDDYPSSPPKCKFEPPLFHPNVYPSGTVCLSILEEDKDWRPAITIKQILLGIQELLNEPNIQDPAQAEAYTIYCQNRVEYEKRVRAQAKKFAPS
M18AAP inhibitor = blocks P. falciparum M18 aspartyl aminopeptidase. recombinant PfM18AAP, H-Glu-NHMec fluorogenic cleavage. 290,000 tested, 1.2% active. inhibition, % at 7.35 µM. AID 1822;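 active means inhibition above the campaign mean inhibition over all tested compounds plus 3 SD, cut at about 28% in these data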;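 further: 0% = plate median of test compound wells and 100% = 2 mM ZnCl2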
IDE act = boosts human insulin-degrading enzyme activity in HEK cells. FAbeta-B cleavage, fluorescence polarization; 0% vehicle, 100% cell-free pure enzyme wells. activation, % at 5.96 µM. 340,000 tested, 0.073% active. AID 493087;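 active means activation above the mean of all tested compounds plus 3 SD, set per screening campaign, cut at about 17% in these data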
Active calls of the source: *; x = not tested or not shown.

The first two entries, to show the layout:
structure	NS3 helicase inh	FID counter	VIM-2 inhibitor	pCIP destab	IMP-1 inh	IDE inh	SUMO HTRF inh	M18AAP inhibitor	IDE act
CCC(C)NC(=O)c1ccc(CS(=O)(=O)c2ccc(OC)cc2)o1 (stereo unspecified)	-0.6	-3.9	-2.9	-7.7	-3.5	2.5	12.4	4.6	-0.9
COc1cc(C)nc(Oc2ccc(/C=N/O)cc2)n1	0.0	-0.1	0.9	-3.6	0.1	1.1	12.7	-8.2	6.3

Results, from the start:
structure	NS3 helicase inh	FID counter	VIM-2 inhibitor	pCIP destab	IMP-1 inh	IDE inh	SUMO HTRF inh	M18AAP inhibitor	IDE act
CCC(C)NC(=O)c1ccc(CS(=O)(=O)c2ccc(OC)cc2)o1 (stereo unspecified)	-0.6	-3.9	-2.9	-7.7	-3.5	2.5	12.4	4.6	-0.9
COc1cc(C)nc(Oc2ccc(/C=N/O)cc2)n1	0.0	-0.1	0.9	-3.6	0.1	1.1	12.7	-8.2	6.3
O=C(O)c1ccc2c(c1)C(=O)N(c1ccc(Cl)cn1)C2=O	3.8	9.6	-3.2	-4.4	-5.9	-0.9	4.5	0.3	6.1
O=C(NCc1cccnc1)c1nc(-c2ccccc2)n(-c2ccccc2)n1	26.1	-40.1	-0.6	-9.1	-1.9	1.8	5.0	-4.4	-1.3
Cn1ccnc1SCC(=O)NC1CCCC1	-2.6	-2.0	0.0	-1.2	-0.2	-3.3	14.8	-8.3	0.7
COC(=O)c1[nH]c2ccc(F)cc2c1NS(=O)(=O)c1ccc(F)c(C)c1	-11.6	0.3	0.8	8.7	-2.2	4.5	-4.1	0.4	1.7
CCSC1(SCC)N=C(N)C2(C#N)C(c3ccc(OC)c(OC)c3OC)C12C#N (stereo unspecified)	x	x	x	-5.2	x	4.7	22.0	x	-2.6
Cc1ccc2c(C)c(C(=O)N3CCCCC3CO)oc2c1C (stereo unspecified)	2.7	-33.5	1.1	1.0	-2.3	-1.2	17.8	-11.5	6.2
COc1cc(CC(=O)OCC(=O)Nc2cc([N+](=O)[O-])ccc2F)cc(OC)c1OC	-3.9	-3.3	-2.5	-0.1	-0.7	-2.0	-4.9	2.4	1.3
CC(C)C(=O)NNS(=O)(=O)c1ccccc1[N+](=O)[O-]	1.9	-1.4	-2.5	9.4	-1.8	3.7	-4.0	-3.7	8.1
CCOc1ccccc1NC(=O)C1CCN(S(=O)(=O)c2ccc(OC)c(OC)c2)CC1	-2.7	-17.1	-2.4	-6.7	-3.2	5.1	18.7	-0.1	-5.5
CN(C)/C=N/C(=S)Nc1ccc(Br)cc1F	-2.2	-5.8	0.5	-14.0	0.7	1.0	10.6	15.2	2.3
O=C(NCC1CCCO1)c1ccc2c(c1)C(=O)N(c1cccc([N+](=O)[O-])c1)C2=O (stereo unspecified)	-7.0	-6.1	0.4	-8.8	0.2	-5.0	6.9	-11.1	4.3
CCN(CC)C(=O)Cn1cc(S(=O)(=O)CC(=O)NCCc2ccccc2)c2ccccc21	-5.0	-45.7	-1.6	-13.9	-0.7	-0.5	-1.6	-3.3	2.9
CCOc1ccccc1/C=N/NC(=O)c1cccc(S(=O)(=O)N(CC)CC)c1	-8.8	-15.1	-2.5	2.0	-1.5	0.7	-0.7	2.5	-1.9
COc1cc(/C=N/N=C(/C(=O)c2ccccc2)c2ccccc2)cc(OC)c1O	-8.6	-17.0	-1.4	-19.0	-3.1	-0.2	-17.9	8.4	1.1
COc1ccccc1CN(C)C(=O)CNC(=O)c1cccc(Cl)c1	-4.0	-15.3	-2.4	-4.0	-1.9	x	-2.0	4.6	-3.8
Cc1cc2ccccn2c1C(=O)Nc1ccc(Cl)cc1	0.7	-1.8	-1.8	-5.9	-4.9	-6.8	-4.3	5.0	-0.4
COCCCNC(=O)c1ccc2c3c(onc13)-c1ccccc1C2=O	-2.1	-5.3	2.9	-2.4	-2.5	2.9	7.7	0.0	-0.6
Cc1ccc(C(=O)O/N=C(\N)c2ccccc2)c(Cl)c1	5.5	-0.3	-2.0	-13.6	-3.6	2.2	-18.3	0.1	5.0
Cc1ccc(S(=O)(=O)NCCN2CCOCC2)cc1	-3.9	-4.9	-2.0	-9.9	0.0	-2.0	10.5	7.0	-2.7
O=C(c1cc2ccccc2c(=O)o1)N1CCc2ccccc2C1	-4.6	-6.3	-0.4	-6.1	-2.8	6.1	-1.4	-1.2	1.6
COc1ccc(OC)c(/C=N/NC(=O)c2c(C)nc3ccc(C)cn23)c1	-10.3	-20.0	0.1	-11.7	-0.5	-0.2	23.9	-13.9	-1.7
CCc1ncc(CN2CCCC(C(=O)Nc3ccc(-c4cscn4)cc3)C2)cn1 (stereo unspecified)	-3.1	-15.2	0.0	-12.8	-0.9	3.0	x	-7.9	2.5
CC12CCC(C(=O)Nc3ccccc3)(C(Br)C1=O)C2(C)C (stereo unspecified)	1.1	-5.9	-1.0	4.5	-2.3	-3.1	-14.5	15.1	-6.9
Cc1ccc(C(=O)Nc2cccc(C(F)(F)F)c2)cc1NC(=O)c1nccnc1N	x	x	x	-18.8	x	7.7	2.3	x	-7.1
Cc1ccc(NC(=O)CCNC(=O)c2ccc(Cl)cc2)cc1F	-1.4	-3.3	-1.6	-7.9	-3.1	5.0	4.6	1.6	1.4
CCc1nc(NCc2cccnc2)c2oc3ccccc3c2n1	-6.2	-15.3	11.5*	-22.0	-3.0	2.6	26.6	10.3	2.4
O=C(c1ccc(Cl)c(S(=O)(=O)N2CCCC2)c1)N1CCCCC1	-3.7	-9.9	0.0	-3.2	-0.3	-0.4	7.8	-5.9	1.7
COC(=O)/C(=C1/Oc2ccc(C(C)(C)C)cc2S1)C(F)(F)F	-1.2	-0.1	-2.3	-1.9	-2.7	1.0	5.4	0.3	4.3
CCC(C)(C)NC(=O)c1cc(OC)c(OC)cc1[N+](=O)[O-]	5.6	-0.9	-2.5	-3.2	-5.4	0.6	1.9	10.9	4.6
O=C(CSc1nc2c(c(=O)n1-c1ccc(Cl)cc1)SCC2)N1CCOCC1	11.1	-13.1	-0.4	-2.0	-4.1	1.1	11.7	8.4	11.7
Cc1nnc(NC(=O)CSc2ccc(-c3ccco3)nn2)s1	1.7	-9.0	-5.1	14.2	-5.7	7.1	43.8	5.2	-2.9
O=C(CN1C(=O)/C(=C\c2ccccc2F)SC1=S)Nc1nc2ccccc2s1	16.7	-6.0	-2.9	-7.5	0.7	6.0	0.0	17.2	-5.8
CN(Cc1ccccc1)C(=O)COc1ccccc1Cl	4.5	-15.9	-3.2	-3.5	-3.4	6.0	7.6	8.5	-0.1
COc1ccc(SC[C@H](CC(C)C)N2CCN(CCc3ccccc3)CCC2=O)cc1	x	x	x	-4.8	x	2.5	-4.4	x	-0.1
CC(=O)NC1(c2ccccc2)CCN(CC(=O)N2CCC(C)CC2)CC1	2.1	5.9	-2.6	-14.1	-3.6	-3.2	7.7	0.3	5.3
CC1(C)CC(=O)C=C(Nc2ccc(F)cc2)C1	0.4	1.7	-5.1	7.6	-3.5	0.8	0.6	10.5	-5.4
COc1ccc(C2NC(C(=O)O)CS2)cc1COCC(F)(F)F (stereo unspecified)	5.8	-7.4	-4.2	x	0.7	6.7	x	22.6	x
O=C(Nc1ccc2c(c1)OCO2)c1c[nH]c(=O)n(-c2ccc(F)cc2)c1=O	-3.5	-15.7	-1.2	-5.8	-0.9	-0.7	18.6	0.9	9.4
CCn1c(CSCc2ccc(C)cc2)nnc1SCC(=O)N1CCN(c2ccccc2)CC1	-3.3	-46.0	1.7	-2.4	-6.8	4.3	8.2	-16.0	1.8
CN(C)C=NCCn1c(N2CCOCC2)nc2c1c(=O)n(C)c(=O)n2C	-2.3	2.6	4.1	-7.2	0.8	-2.2	2.5	-13.0	2.1
CC(CN1CCCCC1)OC(=O)CCc1ccccc1 (stereo unspecified)	-1.7	-2.9	-1.0	-21.5	-4.3	2.4	2.2	-3.0	5.8
CCCn1c(-c2cccnc2Cl)nc2cc(Cl)c(Cl)cc21	-6.9	-23.0	1.4	3.5	-1.2	-2.0	-8.4	6.2	3.8
NC(=O)C1CCN(C(=O)c2ccc(-c3ccccc3)cc2)CC1	0.4	-5.0	0.4	-17.6	0.2	5.2	9.3	0.2	-4.2
Cc1cccc(N2CCN(C(=O)COc3cc(=O)n(C)c4ccccc34)CC2)c1C	-4.9	-23.8	-2.6	-19.4	-1.7	7.4	-12.8	-7.1	-6.8
CCN(CC)CCN(Cc1cc2ccc(C)cc2[nH]c1=O)C(=S)Nc1ccccc1C(=O)OC	-13.7	4.9	-2.0	-0.6	-2.5	-2.0	11.4	3.3	4.5
COc1ccccc1CNC(=O)CCC(=O)N1Cc2cccc(OC)c2Oc2ncccc21	5.3	-37.9	-3.2	-10.3	-4.4	11.3	-1.0	-2.9	-0.7
COc1ccc(CCNC(=O)C(C)OC(=O)c2nsc(Cl)c2Cl)cc1OC (stereo unspecified)	8.1	-25.9	0.3	-7.6	-2.1	-1.0	6.9	-1.3	1.7
N/C(=N\OC(=O)Cc1ccc(-c2ccccc2)cc1)c1ccncc1	-9.4	-20.2	-0.2	-13.9	-2.7	7.5	9.8	-8.8	-8.9
COc1cccc(CNC(=O)c2nnn(CC(=O)Nc3cc(Cl)ccc3C)c2N)c1	38.7*	-19.0	-3.4	-3.4	1.6	2.1	17.5	1.2	3.8
CC1(C)Cc2ccccc2-c2nc3n(c(=O)c21)CCCS3	-6.7	-2.0	-2.0	13.7	-0.8	-0.8	4.6	-2.4	x
Cc1nn(Cc2ccc(F)cc2)c(C)c1NC(=O)c1cnn2c1NC(c1cccs1)CC2C(F)(F)F (stereo unspecified)	-11.2	-44.8	-1.0	-11.1	-4.4	0.7	-7.3	-7.0	1.2
Cc1ccccc1Nc1nnc(SCC(=O)NCc2ccco2)s1	6.9	-5.0	-1.5	-11.7	-2.5	1.4	23.1	-0.2	5.5
CCN1C(=O)C(CC(=O)Nc2ccc(OC)cc2)N(Cc2ccc3c(c2)OCO3)C1=S (stereo unspecified)	28.3	-29.4	-3.5	7.9	-2.6	-1.4	-4.1	14.7	4.1
CC(=O)C(Sc1nc(-c2ccc(F)cc2)nc2c1c(=O)n(C)c(=O)n2C)C(C)=O	-11.6	-3.6	-0.6	-11.4	-2.6	x	7.1	4.2	x
Cc1ccc(NC(=O)CN2C(=O)c3ccccc3S2(=O)=O)c(C)c1	-5.8	-1.1	-0.2	-17.3	-2.0	-1.1	12.7	0.1	-2.8
Cc1ccc(S(=O)(=O)Nc2c(NC3CCCCC3)c3ccccc3oc2=O)cc1C	1.2	-37.0	-0.7	-2.9	-1.9	-4.4	9.7	-6.3	1.0
CCOc1ccc(N(CC(=O)Nc2cccc(Cl)c2)S(=O)(=O)c2c(C)noc2C)cc1	-4.1	-0.4	0.5	-7.9	2.5	2.7	-28.5	-14.2	1.6
